High-throughput results: PubChem BioAssay, National Center for Advancing Translational Sciences (NCATS)
AMA1-RON2 inh: qHTS for Inhibitors of AMA1-RON; Towards Development of Antimalarial Drug Lead: Primary Screen. AlphaScreen AMA1-biotinylated RON2 peptide binding. 360,000 compounds, 0.2% hits. AID 720542, 2013. Potency, µM (top dose mostly 58.2 µM), inactives show at the highest dose activity change, negative = inhibition, most hits filed as inhibitors;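 further: potency means the concentration at half of the fitted maximal effect; 0% = vehicle wells and -100% = peptide control; nearly all actives have a fitted effect of over 45% in size; some results filed as inactive show a strong effect at the top dose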
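AMA1 (3D7) with his tag at 25 nM final met compounds first, then biotinylated RON2 peptide at 25 nM; detection used donor plus acceptor beads, 10 µg/mL apiece, read by AlphaScreen after 30 min at room temperature.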
AmpC inh no detg: qHTS Inhibitors of AmpC Beta-Lactamase (assay without detergent). P00811. AmpC nitrocefin hydrolysis, absorbance 480 nm, 0.0001% Triton. Potency, µM (series often up to 57.1 µM), inactives show top-dose activity change, negative = inhibition, usual class: inhibitors. 330,000 compounds, 0.52% hits;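 further: potency means the concentration at half of the fitted maximal effect; plate controls were no compound for no effect and no enzyme for full effect; nearly all actives have a fitted effect of over 20% in size; some results filed as inactive show a strong effect at the top dose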
Target sequence (P00811 whole entry, looked up): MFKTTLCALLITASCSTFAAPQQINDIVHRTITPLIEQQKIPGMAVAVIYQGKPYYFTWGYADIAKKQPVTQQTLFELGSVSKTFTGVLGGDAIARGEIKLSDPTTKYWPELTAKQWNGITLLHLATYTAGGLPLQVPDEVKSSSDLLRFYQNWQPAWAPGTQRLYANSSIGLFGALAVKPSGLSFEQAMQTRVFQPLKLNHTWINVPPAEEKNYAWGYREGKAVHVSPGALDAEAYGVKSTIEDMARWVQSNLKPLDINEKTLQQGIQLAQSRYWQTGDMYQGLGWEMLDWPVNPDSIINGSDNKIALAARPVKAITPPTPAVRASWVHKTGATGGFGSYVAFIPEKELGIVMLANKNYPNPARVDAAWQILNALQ
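AmpC (5.3 nM in the dispensed reagent) in 20 mM phosphate pH 7.0 with 0.01% (detergent screen) or 0.0001% Triton X-100 was preincubated with compounds for 15 min at room temperature. Nitrocefin was then added from an 800 uM solution, and hydrolysis was followed at 480 nm.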
HCMV inh: qHTS Assay for inhibitors of the human cytomegalovirus (HCMV); HFF cells, HCMV-luciferase reporter, 72 h; hits give low values; activity change, negative = inhibition, % at 57.5 µM; 410,000 compounds, 4.5% hits; in the data active means activity change below about -60%; inconclusive means no clear call, values can overlap the other calls; inactive means above about -39%
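HFF cells seeded 16 h at 37C, treated with compounds, infected with luciferase-reporter HCMV at MOI 1 PFU/cell; luciferase read at 72 h post infection, normalized to buffer-only and Salinomycin controls.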
Tb PYK inh: qHTS of Trypanosoma Brucei Inhibitors; pyruvate kinase (Trypanosoma brucei), Q57TT1; Potency, µM (top dose mostly 76.8 µM), for inactives: at the top dose activity, negative = inhibition, hits mostly inhibitors; AID 624173, 2012; TbPYK enzyme, Kinase-Glo Plus ATP luminescence, 45 min; 410,000 compounds, 0.12% hits; further: potency means the concentration at half of the fitted maximal effect; nearly all actives have a fitted effect of over 50% in size
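Assay buffer: 50 mM TEA pH 7.2, 100 mM KCl, 10 mM MgCl2, 0.05% BSA, 0.01% Tween-20. Pyruvate kinase from T. brucei plus substrate met compound, then ADP (130 uM final). Luminescence was read post 45 min RT.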
LmPK inhibitor: qHTS Assay for Inhibitors of Leishmania Mexicana Pyruvate Kinase (LmPK); Potency, µM (top dose mostly 57.5 µM), without a hit: at the top dose activity change, negative = inhibition, usual class: inhibitors; 290,000 compounds, 0.37% hits; Q27686; purified LmPK, Kinase-Glo ATP luminescence, 1 h; further: potency means the concentration at half of the fitted maximal effect
Target sequence (Q27686 whole entry, looked up): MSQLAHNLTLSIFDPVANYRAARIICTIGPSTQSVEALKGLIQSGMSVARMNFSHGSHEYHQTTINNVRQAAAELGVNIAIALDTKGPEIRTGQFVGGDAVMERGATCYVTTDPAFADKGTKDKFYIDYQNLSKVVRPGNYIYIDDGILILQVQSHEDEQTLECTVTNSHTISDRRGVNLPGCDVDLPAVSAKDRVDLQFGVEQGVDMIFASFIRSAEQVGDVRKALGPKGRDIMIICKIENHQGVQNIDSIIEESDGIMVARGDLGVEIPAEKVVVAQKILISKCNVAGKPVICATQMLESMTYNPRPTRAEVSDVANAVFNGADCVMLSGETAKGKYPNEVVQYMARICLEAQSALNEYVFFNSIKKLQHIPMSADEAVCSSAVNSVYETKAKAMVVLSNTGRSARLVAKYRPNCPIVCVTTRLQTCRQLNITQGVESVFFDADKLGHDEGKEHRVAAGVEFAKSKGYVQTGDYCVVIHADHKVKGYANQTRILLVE
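Purified LmPK (0.1 nM) converted ADP (0.1 mM) to ATP with PEP (0.5 mM) in imidazole buffer pH 7.2 with KCl and MgCl2, 1 h at room temperature. ATP was read by Kinase-Glo luminescence; data normalized to uninhibited and no-enzyme controls.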
Sm TGR inh: qHTS Assay for the Inhibitors of Schistosoma Mansoni Peroxiredoxins. Schistosoma mansoni thioredoxin glutathione reductase (TGR), Q962Y6. purified TGR, DTNB reduction, TNB absorbance 405 nm. Potency, µM (doses to about 114 µM), for the others: at the top dose activity change, negative = inhibition, hits mostly inhibitors. 360,000 compounds, 3% hits; further: potency means the concentration at half of the fitted maximal effect; nearly all actives have a fitted effect of over 60% in size
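TGR 20 nM + NADPH 100 uM (dispensed conc.), cpd preinc 15 min RT; start with NADPH (500 uM addition) then DTNB (15 mM addition). Kinetic TNB absorbance, 405 nm filter. Four-parameter Hill fit across titration.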
AmpC inh detg: qHTS Inhibitors of AmpC Beta-Lactamase (assay with detergent); Potency, µM (top dose mostly 114 µM), for the others: at the top dose activity change, negative = inhibition, hits mostly inhibitors; P00811; 370,000 compounds, 0.041% hits; AmpC hydrolysis of nitrocefin, absorbance 480 nm, 0.01% Triton;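 further: potency means the concentration at half of the fitted maximal effect; 0% = no-compound wells and -100% = no-enzyme wells; nearly all actives have a fitted effect of over 25% in size; some results filed as inactive show a strong effect at the top dose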
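AmpC (5.3 nM in the dispensed reagent) in 20 mM phosphate pH 7.0 with 0.01% (detergent screen) or 0.0001% Triton X-100 was preincubated with compounds for 15 min at room temperature. Nitrocefin was then added from an 800 uM solution, and hydrolysis was followed at 480 nm.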
Starred values were filed as active, the others as inactive; ? = inconclusive; . = not tested or not shown; [ ] = another dose, or the depositor's remark. Unless noted, the call rests on the fitted dose curve; in most records, active means well fitted curve in the direction sought with a large enough effect; inconclusive means small, poorly fitted or top-dose-only effect, or another doubt; inactive means no such curve, though single readings can be large; an effect the other way counts as inactive or inconclusive. Unless noted, on the % scale 0 is the no-effect control and ±100 the full control effect.

mol	AMA1-RON2 inh	AmpC inh no detg	HCMV inh	Tb PYK inh	LmPK inhibitor	Sm TGR inh	AmpC inh detg
Cc1cccc(C)c1NC(=O)Cn1nnc(-c2ccc(CN3CCC(C)CC3)cc2)n1	9%	-22%	7	1%	3%	.	-10%
CC(C)CN(C(=O)CN1CCN(c2ccc([N+](=O)[O-])cc2)CC1)c1c(N)n(CC(C)C)c(=O)[nH]c1=O	2%	-28%[11.4 µM]	-14	-1%	-6%	7%	?
COc1ccc(COC(=O)C2CC(=O)N(Cc3ccccc3)C2)cc1 (stereo unspecified)	7%	5%	-18	0%	.	3%	?
O=C1CSc2ccc(C(=O)Nc3cccc(S(=O)(=O)Nc4ccc(Br)cc4)c3)cc2N1	2%	-41%	-91*	5%	0%	17%	-3%
COc1ccccc1CNC(=O)c1ccncc1	0%	-8%	1	5%	-2%	3%	-7%
Cc1cccc(-c2noc(C3CCCCC3)n2)c1	-3%	.	19	6%	-10%	1%	4%
CCCNC(=O)C1(C)CCN(C(=O)c2oc3ccccc3c2C)C1 (stereo unspecified)	5%	.	-13	0%	.	.	.
C=CCCCOc1ccc(C(=O)O)cc1	-1%	-14%	27	-11%	-14%	-3%	-2%
CC(C)Cc1nn2c(=O)cc(COC(=O)CNC(=O)c3ccc(C(C)(C)C)cc3)nc2s1	.	.	11	-2%	.	11%	-20%
O=C1C2C3C=CC(CC3)C2C(=O)N1/N=C/c1ccccc1O (stereo unspecified)	99%[activator]	-34%	-23	0%	-3%	26%	4%
COC(=O)C1=C(C)N(CCc2ccccc2)C(=O)C1(NS(=O)(=O)c1ccc(NC(C)=O)cc1)C(F)(F)F (stereo unspecified)	2%	10%	-15	-5%	8%	-23%	2%
Cc1cc(C)c(C)c(C(O)(C(=O)O)c2ccccc2)c1C (stereo unspecified)	4%	.	5	-9%	.	.	.
Cc1cccc(C(=O)NNC(=O)c2n[nH]c(=O)c3ccccc23)c1C	9%[11.6 µM]	-15%	-1	4%	.	-5%	?
COc1ccc(-c2nc(CSCC(=O)NC3CCCC3)c(C)o2)cc1OC	18%	33%	-9	1%	-6%	?	?
COc1ccc(NC(=O)CSc2nc(C)cc(C)n2)c([N+](=O)[O-])c1	-11%	-2%	-33	5%	1%	3%	6%
COc1cccc2sc3cc(NCc4ccc(C)o4)ccc3c(=O)c12	-10%	31%	83	-5%	.	.	.
CC(=O)Oc1ccc(/C=C/c2nc3ccccc3c(=O)o2)cc1	7%	-12%	-29	?	0%	-26%	-6%
S=C(Nc1cccnc1)NC1CCCC1	2%	-12%	?	-8%	4%	-27%	?
CN(C)C(=S)Oc1ccccc1-c1ccccc1OC(=S)N(C)C	2%	5%	-13	-22%	6%	7%	?
CC(C)Cn1c(-c2csc(C(C)C)c2)n[nH]c1=S	89%[activator]	-23%	-32	-1%	0%	.	7%

Quoted from the listing.
In AmpC inh detg, COC(=O)C1=C(C)N(CCc2ccccc2)C(=O)C1(NS(=O)(=O)c1ccc(NC(C)=O)cc1)C(F)(F)F (stereo unspecified) has 2%
In Tb PYK inh, O=C1C2C3C=CC(CC3)C2C(=O)N1/N=C/c1ccccc1O (stereo unspecified) has 0%
In Sm TGR inh, C=CCCCOc1ccc(C(=O)O)cc1 has -3%

Following part:
mol	AMA1-RON2 inh	AmpC inh no detg	HCMV inh	Tb PYK inh	LmPK inhibitor	Sm TGR inh	AmpC inh detg
CC(=O)c1c(N2CCOCC2)nc2ccc(Br)cc2c1-c1ccccc1	0%	101%[activator]	-10	-1%	0%	-26%	6%
CN(C)c1nc(Cl)cc(N2CCOCC2)n1	6%	-5%	13	4%	7%	4%	?
Cc1cc2nnc(SCc3ccc(F)cc3)n2c2ccccc12	.	.	-4	-23%	.	-1%	-2%
COC(=O)C(C)n1cnc2c(nnn2-c2ccc(OC)cc2)c1=O (stereo unspecified)	0%	-11%	-7	-2%	2%	30%	?
CCOC(=O)c1ccc(NC(=O)c2csnn2)cc1	.	.	34	-2%	.	2%	19%
COc1ccc(NC(=O)CN(C)C(=O)CSc2ccc(Br)cc2)cc1	8%	-22%	-40	0%	.	-5%	4%
COc1ccc(/C=C2\OC(=S)N(C)C2=O)cc1	-1%	-15%	-26	-2%	4%	33%	5%
CCCn1c2ccccc2c2cnn(CC(=O)Nc3ccc(C)cc3Br)c(=O)c21	.	.	23	-3%	.	2%	16%
Cc1nnc(NC(=O)CSC2CCCCC2)s1	1%	-22%	14	-1%	-5%	-1%	?
CCN(CC)S(=O)(=O)c1ccc(NC(=O)C(C)N(c2ccccc2)S(C)(=O)=O)cc1 (stereo unspecified)	13%	-18%	88	1%	8%	0%	6%
CCOc1ccccc1N(C(=O)Nc1ccc(Cl)cc1)C1=NC(C)CS1 (stereo unspecified)	-5%	-18%	-24	-1%	2%	13%	4%
Cc1ccc(NC(=O)CCN2C(=O)c3ccccc3C2=O)cc1	-1%	-18%	1	-4%	1%	0%	-4%
Cc1c(-c2ccccc2)nc2ccccc2c1C(=O)OCC(=O)Nc1ncc(C(F)(F)F)cc1Cl	-10%	-30%	54	-13%	0%	-5%	12%
COc1ccccc1OCCCCOc1ccccc1F	102%[activator]	-12%	39	-7%	1%	17%	-2%
C=CCNC(=O)C(=O)NCC1CCCN1CC (stereo unspecified)	-1%	-9%	-28	-4%	-5%	5%	2%
COc1ccc2nc(N(CCN(C)C)C(=O)c3ccc4ccccc4c3)sc2c1	1%	-7%	26	-9%	-8%	-19%	-4%
CCc1ccc(NC(=O)C2CCCN(S(=O)(=O)c3cccc4nonc34)C2)cc1 (stereo unspecified)	.	.	4	-4%	.	-4%	-1%
CNC(=O)c1ccc(-c2sc3nc(N4CCOCC4)c4c(c3c2N)CCCC4)o1	12%	126%[activator]	-11	-23%	0%	-27%	?
C=CCn1c(C)cc(C(=O)Cn2ncc(Cl)c(Cl)c2=O)c1C	-21%	-17%	-98*	-18%	-3%	40µM*	?
COC(=O)c1ccccc1S(=O)(=O)N1CCC(C(=O)NC2CCCCC2C)CC1 (stereo unspecified)	-4%	-6%	-3	-19%	.	-21%	3%

Later entries.
mol	AMA1-RON2 inh	AmpC inh no detg	HCMV inh	Tb PYK inh	LmPK inhibitor	Sm TGR inh	AmpC inh detg
COc1ccc(S(=O)(=O)N2CCCCC2C)cc1 (stereo unspecified)	-2%	-19%	8	-1%	1%	0%	0%
CCOc1ccc(-c2c(C)n([O-])c3c([n+]2=O)CCCCC3)cc1	0%	-10%	-27	6%	1%	11%	-8%
CNC(=S)N(C)CCc1cc2c(c(OC)c1/C=C1/C(=O)NC(=O)N(C)C1=O)OCO2	-2%	-16%	-15	-13%	-5%	-22%	4%
O=C(NNC(=O)c1ccccc1Cl)c1ccccc1Cl	5%	-29%	73	0%	-9%	11%	4%
CCCCC(=O)Nc1nc(C)c(-c2csc(Nc3ccc(Cl)cc3)n2)s1	6%	-33%	.	-1%	-6%	-15%	?
CCN1CCC(N2CCN(c3ccccc3OC)CC2)CC1	0%	-14%	-13	2%	-5%	-1%	-5%
CCOC(=O)N1CCN(C(=O)COc2ccc(S(=O)(=O)Nc3ccc(OCC)cc3)cc2)CC1	3%	108%[activator]	-38	0%	4%	-3%	0%
CCOC(=O)C(=CNc1cc(C)nn1C(C)(C)C)C(=O)OCC	-26%	46%	13	-7%	3%	4%	1%
O=C(COc1ccccc1)Nc1ccccc1N1CCCCC1	18%	0%	?	0%	0%	13%	?
O=C(CSc1nnc(Cn2nnc(-c3ccccc3)n2)n1-c1ccccc1)Nc1ccccc1	-4%	-15%	0	-22%	6%	6%	?
COc1ccc(NC(=O)Nc2nnc(Cc3ccccc3)s2)cc1	-9%	-32%	-39	-6%	2%	1%	1%
O=C(NCC(O)c1ccccc1)c1cccs1 (stereo unspecified)	11%	-10%	32	4%	2%	13%	-18%
CCC(C)(C)C1CCC2(CC1)NC(=O)N(CC(=O)N1CCN(C(=O)c3ccco3)CC1)C2=O (stereo unspecified)	0%	-6%	0	-22%	.	-5%	3%
Cc1ccc(S(=O)(=O)N(C)CC(=O)Nc2ccc3c(c2)OCO3)cc1	1%	-18%	5	1%	1%	-12%	?
COc1ccc(C)c2sc(N(Cc3cccnc3)C(=O)COc3ccccc3)nc12	.	.	?	1%[15.4 µM]	.	8%	3%
O=C(Cc1cccs1)Nc1ccc(F)c(S(=O)(=O)N2CCOCC2)c1	-8%	-36%	52	6%	.	1%	-6%
Cc1ccc(Cl)cc1NC(=O)C1CCCN(S(=O)(=O)c2cccc3cccnc23)C1 (stereo unspecified)	.	.	-8	-3%	.	-10%	-9%
CCOC(=O)C(Cc1ccc(Cl)cc1Cl)c1ccno1 (stereo unspecified)	19%	-1%[2.29 µM]	-33	10%	2%	4%	0%
Cn1c(=O)c(C(=O)NNC(=O)c2ccccc2F)c(O)c2ccccc21	69%[activator]	-17%	?	3%	4%	-8%	-4%
COc1ccccc1N1CCN(C(=O)CN2C(=O)c3ccccc3S2(=O)=O)CC1	-1%	5%	-3	-1%	13%	0%	5%

Given with each value named: 2 of the compounds above.
O=C(NCC(O)c1ccccc1)c1cccs1 (stereo unspecified)
  AMA1-RON2 inh: 11%
  AmpC inh no detg: -10%
  HCMV inh: 32
  Tb PYK inh: 4%
  LmPK inhibitor: 2%
  Sm TGR inh: 13%
  AmpC inh detg: -18%
CCC(C)(C)C1CCC2(CC1)NC(=O)N(CC(=O)N1CCN(C(=O)c3ccco3)CC1)C2=O (stereo unspecified)
  AMA1-RON2 inh: 0%
  AmpC inh no detg: -6%
  HCMV inh: 0
  Tb PYK inh: -22%
  LmPK inhibitor: .
  Sm TGR inh: -5%
  AmpC inh detg: 3%
